# Mtb UGM inh: Mtb UDP-galactopyranose mutase inhibition; P9WIQ1; purified UGM, fluorescence polarization probe displacement; inhibition, % at 10 µM; hit rate 0.06% among 320,000; AID 504406; in the data active means inhibition above about 10%, passing the limit was not always enough; inconclusive means no clear call, values can overlap the other calls
# Target sequence (P9WIQ1 whole entry, looked up): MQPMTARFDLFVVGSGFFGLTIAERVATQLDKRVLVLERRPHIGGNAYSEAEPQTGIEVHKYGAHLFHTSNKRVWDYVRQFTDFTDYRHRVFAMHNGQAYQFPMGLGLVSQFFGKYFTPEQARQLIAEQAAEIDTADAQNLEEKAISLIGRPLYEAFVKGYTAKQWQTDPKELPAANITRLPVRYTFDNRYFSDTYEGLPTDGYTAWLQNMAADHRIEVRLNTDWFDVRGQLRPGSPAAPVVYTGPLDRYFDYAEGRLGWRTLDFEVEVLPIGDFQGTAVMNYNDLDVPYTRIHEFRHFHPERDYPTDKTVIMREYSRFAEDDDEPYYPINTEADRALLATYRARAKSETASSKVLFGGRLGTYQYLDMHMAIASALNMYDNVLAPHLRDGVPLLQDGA
# FadD28 binding: blocks FadD28 binding to the bisubstrate probe | inhibition, % at 12.5 µM | hit rate 0.22% among 360,000 | fluorescence polarization; in the data active means inhibition above about 8.5%, passing the limit was not always enough; inconclusive means no clear call, values can overlap the other calls
# GDH-TPI inh: GDH-TPI coupled enzyme inhibition counter-screen; GDH-TPI coupled enzyme counterscreen, NADH absorbance; inhibition, % at 4.8 µM; hit rate 1.2% among 360,000; AID 588335;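 further: 0% = DMSO wells and 100% = wells lacking the enzyme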
# Mtb FBA inh: Mtb fructose-bisphosphate aldolase inhibition; P9WQA3; purified M. tuberculosis FBA, fluorescence read-out; inhibition, % at 1 µM; hit rate 2.3% among 360,000; AID 588726; in the data active means inhibition above about 27%;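 further: 0% = vehicle and 100% = reference inhibitor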
# Target sequence (P9WQA3 whole entry, looked up): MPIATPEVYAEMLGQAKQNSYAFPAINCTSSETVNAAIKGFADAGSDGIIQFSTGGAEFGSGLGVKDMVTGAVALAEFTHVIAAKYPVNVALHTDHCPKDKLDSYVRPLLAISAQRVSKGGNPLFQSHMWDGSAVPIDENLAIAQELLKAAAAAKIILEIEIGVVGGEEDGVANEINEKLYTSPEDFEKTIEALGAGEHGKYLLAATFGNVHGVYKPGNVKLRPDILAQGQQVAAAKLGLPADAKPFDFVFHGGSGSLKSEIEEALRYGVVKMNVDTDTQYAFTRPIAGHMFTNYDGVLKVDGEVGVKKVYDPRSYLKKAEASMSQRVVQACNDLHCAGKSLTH
# Rv3671c protease: Rv3671c (M. tuberculosis) protease inhibition; hit rate 0.048% among 320,000; inhibition, % at 5.96 µM; P9WHR9; in the data active means inhibition above about 38%;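 further: extracellular domain of Rv3671c used as enzyme; 0% = enzyme with DMSO and 100% = no enzyme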
# DUSP3 inh: DUSP3 (human) phosphatase inhibition; inhibition, % at 13.3 µM; hit rate 0.52% among 290,000; P51452; recombinant VHR phosphatase, pNPP absorbance; AID 1654; in the data active means inhibition above about 50%; further: some compounds called inactive have numbers as strong as hits
# Target sequence (P51452 whole entry, looked up): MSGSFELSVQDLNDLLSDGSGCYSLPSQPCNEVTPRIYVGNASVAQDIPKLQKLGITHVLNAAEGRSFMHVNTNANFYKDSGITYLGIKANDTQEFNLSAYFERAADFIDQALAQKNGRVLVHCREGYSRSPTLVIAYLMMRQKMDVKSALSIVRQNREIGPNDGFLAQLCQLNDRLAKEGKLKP
# CCHF vOTU inh: blocks the CCHF virus ovarian tumor domain protease. CCHFV vOTU protease, Pep-AMC fluorescence. hit rate 0.55% among 370,000. inhibition, % at 11.5 µM; further: 0% = vehicle wells with enzyme and 100% = no enzyme wells
# BoNT F protease: inhibitors of Botulinum neurotoxin F light chain protease. Multiplex microsphere protease cleavage assay, flow cytometry. inhibition, % at 10 µM. hit rate 0.22% among 360,000. AID 588497; in the data active means inhibition above about 35%, passing the limit was not always enough; inconclusive means no clear call, values can overlap the other calls; further: plate controls were buffer without enzyme for full effect and enzyme alone for no effect
# Mtb BioA inh: inhibitors of Mycobacterium tuberculosis BioA enzyme | purified M. tuberculosis BioA enzyme, plate reader | inhibition, % at 9.99 µM | hit rate 0.096% among 360,000 | AID 602481; in the data active means inhibition above about 40%; inconclusive means no clear call, values can overlap the other calls
# MazEF act: increases E. coli MazEF RNase cleavage of RNA; FAM/BHQ RNA-DNA oligo cleavage fluorescence, 5 h; activation, % at 20 µM; hit rate 0.32% among 350,000; in the data active means activation above about 50%
# Target sequence (P0AE70 whole entry, looked up): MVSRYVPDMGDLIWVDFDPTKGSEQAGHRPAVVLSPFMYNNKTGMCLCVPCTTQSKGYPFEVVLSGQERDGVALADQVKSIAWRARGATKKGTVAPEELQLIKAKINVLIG
# Active calls of the source: *; ? = inconclusive; nt = not tested or not shown. Unless noted, no stated cut-off is given here; in the data, active means inhibition above about 30%; inactive means the rest.
1	O=C(Nc1ccccc1C(=O)NCc1cccnc1)c1ccccc1F
2	O=[N+]([O-])c1ccc(-c2nc(=S)c3c(o2)CCCC3)cc1
3	CCc1cc2c(=O)c(-c3cnn(-c4ccccc4)c3)c(C(F)(F)F)oc2c(CN(C)C)c1O
4	O=C(CSc1nnc(-c2cccnc2)n1CCc1ccccc1)NCc1ccccc1
5	Cc1cc(C)n2nc(SCC(=O)c3ccc[nH]3)nc2n1
6	CCCCN(C(=O)CN1C(=O)C2CC=CCC2C1=O)c1c(N)n(CCC)c(=O)[nH]c1=O (stereo not given)
7	CCn1nnc(NC(=O)COc2ccc([N+](=O)[O-])cc2)n1
8	Cc1cc(F)ccc1S(=O)(=O)N1CCCOC1CNC(=O)C(=O)NCc1ccc2c(c1)OCO2 (stereo not given)
compound no.,1,2,3,4,5,6,7,8
Mtb UGM inh,-1.3,-0.3,-0.8,0.2,1.1,6.1,-1.3,-0.8
FadD28 binding,-1.2,0.1,-4.0,-2.8,-4.2,-1.3,-4.2,-0.4
GDH-TPI inh,-2,1,7,-8,-2,4,-10,7
Mtb FBA inh,1,-2,3,-1,2,1,-1,2
Rv3671c protease,13,-5,6,-1,-2,-6,-1,-5
DUSP3 inh,29,1,33,22,32,-11,6,6
CCHF vOTU inh,6,7,9,-2,7,-4,11,4
BoNT F protease,7,-2,-1,-4,-31,0,-7,1
Mtb BioA inh,-0.5,0.6,-0.5,-0.3,0.2,-1.2,nt,-0.5
MazEF act,-3,3,6,-1,-2,5,7,-1

# Part of the list above in a different format.
# Values in the order: Mtb UGM inh, FadD28 binding, GDH-TPI inh, Mtb FBA inh, Rv3671c protease, DUSP3 inh, CCHF vOTU inh, BoNT F protease, Mtb BioA inh, MazEF act
1	O=C(Nc1ccccc1C(=O)NCc1cccnc1)c1ccccc1F
→ -1.3, -1.2, -2, 1, 13, 29, 6, 7, -0.5, -3
2	O=[N+]([O-])c1ccc(-c2nc(=S)c3c(o2)CCCC3)cc1
→ -0.3, 0.1, 1, -2, -5, 1, 7, -2, 0.6, 3
3	CCc1cc2c(=O)c(-c3cnn(-c4ccccc4)c3)c(C(F)(F)F)oc2c(CN(C)C)c1O
→ -0.8, -4.0, 7, 3, 6, 33, 9, -1, -0.5, 6
4	O=C(CSc1nnc(-c2cccnc2)n1CCc1ccccc1)NCc1ccccc1
→ 0.2, -2.8, -8, -1, -1, 22, -2, -4, -0.3, -1
5	Cc1cc(C)n2nc(SCC(=O)c3ccc[nH]3)nc2n1
→ 1.1, -4.2, -2, 2, -2, 32, 7, -31, 0.2, -2
6	CCCCN(C(=O)CN1C(=O)C2CC=CCC2C1=O)c1c(N)n(CCC)c(=O)[nH]c1=O (stereo not given)
→ 6.1, -1.3, 4, 1, -6, -11, -4, 0, -1.2, 5
7	CCn1nnc(NC(=O)COc2ccc([N+](=O)[O-])cc2)n1
→ -1.3, -4.2, -10, -1, -1, 6, 11, -7, nt, 7

# The listing continues.
9	Cc1cccc(C(=O)Oc2ccc(/C=N/O)cc2)c1
10	Cc1ccc(S(=O)(=O)N2CCN(Cc3cc4c(cc3Br)OCCO4)CC2)cc1
11	COc1ccc(CCNC(=O)COc2ccc(S(=O)(=O)N3CCOCC3)cc2)cc1OC
12	COC(=O)CCC(=O)Nc1cc(Cl)cc(Cl)c1
13	COc1ccc(-c2nn(-c3ccccc3)cc2/C=N/Nc2ccc3ccccc3n2)cc1OC
14	Cn1nnnc1SCc1ccc(C(=O)Nc2nccs2)cc1
15	Cc1cc(=O)oc2cc(NC(=O)C(CCCN=C(N)N)NC(=O)OCc3ccccc3)ccc12 (stereo not given)
16	CCC(Oc1ccccc1OC)C(=O)Nc1ccc2c(c1)OCO2 (stereo not given)
compound no.,9,10,11,12,13,14,15,16
Mtb UGM inh,0.2,1.6,0.7,0.7,0.9,-2.2,1.7,0.9
FadD28 binding,-8.2,-4.5,-0.1,-1.0,-2.3,0.9,-3.7,-0.3
GDH-TPI inh,2,-10,4,-1,5,7,18,8
Mtb FBA inh,-5,-1,-1,3,11,5,37*,0
Rv3671c protease,-16,-11,-12,-7,-7,-19,nt,-5
DUSP3 inh,-18,nt,22,30,-8,-16,6,3
CCHF vOTU inh,7,1,-12,-7,16,-1,-16,-9
BoNT F protease,0,-6,2,0,-7,-2,6,-2
Mtb BioA inh,1.6,nt,-0.5,nt,nt,2.5,0.6,-7.4
MazEF act,-11,-7,2,2,-19,1,23,1

17	Cc1cccc(Cn2cc(/C=C/[N+](=O)[O-])c3ccccc32)c1
18	Cc1ccc(S(=O)(=O)NC(C(=O)OCC(=O)NC(=O)c2cccn2C)C(C)C)cc1 (stereo not given)
19	O=C(Cn1cnc2ccc(Cl)cc2c1=O)c1cccs1
20	O=C(c1ccco1)N1CCN(Cc2nc3ccccc3c(=O)n2-c2ccc(F)cc2)CC1
21	CC(=O)c1ccc(NC(=O)Cc2cccs2)cc1
22	Cc1c(C(=S)NC(=O)C2CC2)c(=O)n(-c2ccccc2)n1C
23	N#CCCN(Cc1cccnc1)CN1C(=O)c2ccccc2C1=O
24	Cc1nn(C)cc1/C=N/n1nnnc1N
compound no.,17,18,19,20,21,22,23,24
Mtb UGM inh,0.4,0.8,-1.1,-1.0,0.9,0.6,nt,0.4
FadD28 binding,-1.7,-2.4,-0.3,-1.0,-1.3,0.1,-2.0,-3.5
GDH-TPI inh,5,9,16,7,1,8,11,8
Mtb FBA inh,-4,0,-1,1,-1,-3,4,-1
Rv3671c protease,-35,1,-2,-2,-11,-4,nt,5
DUSP3 inh,10,21,14,15,0,8,nt,21
CCHF vOTU inh,7,7,1,-5,5,6,-4,-4
BoNT F protease,20,-5,-14,-1,?,-9,-8,6
Mtb BioA inh,-1.7,-0.9,-1.1,2.1,0.2,nt,1.5,2.5
MazEF act,-16,4,0,8,-23,5,5,0

25	COc1ccccc1NS(=O)(=O)c1cc(NC(=O)c2ccc3ccccc3n2)ccc1Cl
26	Cc1ccccc1NC(=O)c1ccc2ccccc2c1
27	Cc1ccc(NC(=O)c2nc[nH]c2C(=O)N2CCc3ccccc3C2)cc1
28	CCCC(=O)NC1=C(C#N)C2(CCCCC2)Cc2ccccc21
29	O=C(NC1CCS(=O)(=O)C1)OC1CCCCC1 (stereo not given)
30	CC1CCCC(C(=O)O)N1C(=O)CCSC(=O)c1ccccc1 (stereo not given)
31	CCc1ccccc1N(C(C)=O)c1nc(CCl)cs1
32	Cn1cc(S(=O)(=O)Nc2ccc(OC(F)(F)F)cc2)c(=O)n(C)c1=O
compound no.,25,26,27,28,29,30,31,32
Mtb UGM inh,-0.1,0.0,0.5,-2.9,3.1,0.0,0.5,-2.3
FadD28 binding,-1.5,-2.8,-0.6,-3.8,0.3,-0.7,-1.7,0.2
GDH-TPI inh,3,9,7,14,7,-3,-6,-1
Mtb FBA inh,0,1,3,-2,0,0,-3,6
Rv3671c protease,-24,5,0,-3,6,2,4,6
DUSP3 inh,-4,5,nt,-12,-4,22,-14,-7
CCHF vOTU inh,-13,-4,2,14,-19,-9,13,-3
BoNT F protease,2,nt,3,-1,3,3,-3,-7
Mtb BioA inh,nt,-0.2,-0.7,3.4,-1.6,-0.8,nt,-1.9
MazEF act,-2,2,2,11,10,0,-2,4

33	c1cc(-c2cc3cc(N4CCOCC4)ccc3o2)cs1
34	O=C(NNS(=O)(=O)c1ccccc1)c1cccnc1
35	Cc1ccc2nc(C)cc(C(=O)N/N=C/c3ccncc3)c2c1
36	CC(NC(=O)C12CC3CC(CC(C3)C1)C2)C(=O)N/N=C/C1=C(N2CCOCC2)C(=C\c2cccc([N+](=O)[O-])c2)/CC1 (stereo not given)
37	Cc1cc(C)cc(NS(=O)(=O)c2ccc3[nH]cc(C(=O)N4CCc5ccccc54)c(=O)c3c2)c1
38	CC[C@@]1(C(=O)OC)N[C@H](CN(C)C(=O)Nc2ccc(Cl)cc2)[C@@H]2C(=O)N(C)C(=O)[C@@H]21
39	O=C(Cc1ccccc1)N[C@@H](Cc1ccccc1)C(=O)O
40	O=C(NNc1cccc(Cl)n1)Nc1ccccc1
compound no.,33,34,35,36,37,38,39,40
Mtb UGM inh,0.3,-1.7,-4.0,3.3,-1.2,-2.3,-0.2,-2.8
FadD28 binding,0.1,-1.4,-4.1,-1.3,-2.6,-1.9,-1.7,-0.3
GDH-TPI inh,10,0,7,9,14,-2,-3,3
Mtb FBA inh,9,5,2,-2,3,-1,-2,2
Rv3671c protease,10,-1,5,-2,-25,6,4,-3
DUSP3 inh,nt,1,19,5,-2,nt,14,25
CCHF vOTU inh,-9,-2,-9,7,10,-7,5,-1
BoNT F protease,11,-3,-15,12,-5,-1,8,2
Mtb BioA inh,-2.5,nt,0.7,-1.7,nt,0.1,-0.2,-1.4
MazEF act,-36,-7,-1,-11,-1,-2,5,0

41	COc1ccccc1C1/C(=C(/O)c2ccc(C)cc2)C(=O)C(=O)N1CC(C)O (stereo not given)
42	Cc1ccc(C)c(NC(=O)N2CCCCCC2)c1
43	Cc1ccc(N2C(=O)c3ccc(C(=O)O)cc3C2=O)cc1C
44	C/C(=N\Nc1ccc([N+](=O)[O-])cc1)c1ccc(-n2nncc2C(C)(C)C)cc1
45	Cc1ccccc1CNC(=O)c1ccccc1NS(C)(=O)=O
46	C=CCN1C(=NC(=O)CCCC(=O)O)SC2CS(=O)(=O)CC21 (stereo not given)
47	COC(=O)C1=C(C)NC(C)=C(C(=O)O[C@@H]2CCCN(Cc3ccccc3)C2)[C@@H]1c1cccc([N+](=O)[O-])c1
48	Cc1ccc(-n2nc3c(c2NC(=O)C2CCCC2)CS(=O)(=O)C3)cc1
compound no.,41,42,43,44,45,46,47,48
Mtb UGM inh,1.7,1.4,1.5,-0.3,5.4,-0.8,-0.2,-1.7
FadD28 binding,-4.6,0.1,-4.8,-3.4,-0.7,-5.4,-1.2,0.5
GDH-TPI inh,8,13,-2,-7,14,-6,14,10
Mtb FBA inh,-1,0,-2,-5,59*,3,3,2
Rv3671c protease,-20,-7,-1,3,-10,-4,-7,-4
DUSP3 inh,6,40,0,18,1,36,nt,-2
CCHF vOTU inh,-1,2,1,-7,-25,-1,9,10
BoNT F protease,1,2,-16,2,2,-3,-1,6
Mtb BioA inh,-2.4,0.0,2.3,nt,nt,-1.5,-3.9,-0.8
MazEF act,0,3,5,47,-18,4,-2,15

49	Cc1ccnc2nc(C(=O)NC3=NCCS3)nn12
50	CCCn1cc(C(CC(=O)O)C(=O)O)c2ccccc21 (stereo not given)
51	CC(C)c1ccccc1NC(=O)c1cccc(NC(=O)c2ccccc2)c1
52	O=C1CC(c2ccc(F)cc2)c2cc3c(cc2N1)CCC3 (stereo not given)
53	Cc1nc(C)n(CC(=O)N2CCCC(C(=O)c3cccc4ccccc34)C2)n1 (stereo not given)
54	CC(=O)c1ccc(-n2c(CCC(=O)O)ccc2-c2ccc(C)cc2)cc1
55	COc1ccc(C(=O)CC(=O)C(=O)Nc2cccc([N+](=O)[O-])c2C)cc1
56	COc1cc2cncc(Cc3ccccc3)c2cc1O
57	COc1ccc(NC(=O)C(OC(=O)c2ccc([N+](=O)[O-])o2)c2ccccc2)cc1Cl (stereo not given)
58	COc1c(C)cc(Br)cc1C(=O)NC(=S)Nc1ccc(Cl)c(C(=O)O)c1
59	CSc1ccc(S(=O)(=O)N2CCC(C(=O)NCc3ccncc3)CC2)cc1
compound no.,49,50,51,52,53,54,55,56,57,58,59
Mtb UGM inh,1.3,-0.7,-0.5,-2.5,0.4,0.1,0.5,nt,-2.7,-0.9,0.8
FadD28 binding,0.0,-2.8,-2.2,-0.7,-2.2,-1.2,-1.2,-2.8,0.2,-3.0,0.5
GDH-TPI inh,12,-8,-3,3,-10,12,18,15,9,-4,-5
Mtb FBA inh,1,-3,0,-2,2,1,2,58*,1,8,2
Rv3671c protease,-7,-12,-16,3,-5,4,4,nt,-7,5,-11
DUSP3 inh,22,26,10,0,5,nt,47,nt,18,-2,12
CCHF vOTU inh,9,2,13,8,-8,nt,25,-57,13,-7,-8
BoNT F protease,-49,-2,-14,0,-24,-14,?,-4,-10,-8,-2
Mtb BioA inh,-2.6,nt,0.0,-1.0,nt,-2.2,nt,1.7,nt,1.6,-2.6
MazEF act,-5,-4,2,-3,5,0,6,0,12,-4,-11

# Assay outcomes as filed in PubChem BioAssay.
